Wnt act: activates Wnt/beta-catenin signaling in a reporter cell assay | actives 1.2% (n = 300,000) | activation, % at 9.35 µM | AID 743398 | activator, plate reader; in the data active means activation above about 30%, passing the limit was not always enough;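 further: 0% = neutral control wells and 100% = positive control wells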
V-ATPase pH: alters yeast V-ATPase proton transport; S. cerevisiae, pHLuorin cytosolic pH fluorescence; response, % at 10 µM; actives 0.37% (n = 350,000); in the data active means response mostly above about 7.3%, no sharp cut-off; inactive means mostly below about 5.4%; further: actives read high; inactives centre near 0; some compounds called inactive have numbers as strong as hits; reference of the scale not given here
NSD2 inh: NSD2 (human) methyltransferase inhibition | O96028 | NSD2 peptide methylation, AlphaScreen, 120 min | inhibition, % at 12.5 µM | actives 0.54% (n = 310,000); in the data active means inhibition above about 50%
Starred values were filed as active, the others as inactive. A portion of the library; rates above refer to the full screens.

A first look (five entries):
Wnt act,V-ATPase pH,NSD2 inh,SMILES
2.8,-4.1,0.6,CC1(C)CC(=O)C=C(NCCc2c[nH]c3ccccc23)C1
-3.8,-1.5,0.2,Cc1ccc(C(=O)C=CC=Cc2ccccc2)cc1
-0.8,-1.9,-1.9,Cc1ccccc1OCc1nnc(SC(C)C(=O)O)n1-c1ccccc1 (centres undefined)
-0.1,0.5,-0.4,CSc1ccccc1C(=O)N1CCc2ccc(NC(=O)c3ccccn3)cc2C1
3.1,-2.0,1.5,CC(=O)Nc1ccc2cnn(C(C)=O)c2c1

The whole of this part, from the start:
Wnt act,V-ATPase pH,NSD2 inh,SMILES
2.8,-4.1,0.6,CC1(C)CC(=O)C=C(NCCc2c[nH]c3ccccc23)C1
-3.8,-1.5,0.2,Cc1ccc(C(=O)C=CC=Cc2ccccc2)cc1
-0.8,-1.9,-1.9,Cc1ccccc1OCc1nnc(SC(C)C(=O)O)n1-c1ccccc1 (centres undefined)
-0.1,0.5,-0.4,CSc1ccccc1C(=O)N1CCc2ccc(NC(=O)c3ccccn3)cc2C1
3.1,-2.0,1.5,CC(=O)Nc1ccc2cnn(C(C)=O)c2c1
0.8,-3.5,-1.7,COC(=O)c1oc2c(c1C)C(=O)CCC2
-3.3,-1.2,-2.4,COc1ccc(C(=O)NCC2CCCO2)cc1S(=O)(=O)NCc1ccc(Cl)cc1 (centres undefined)
2.7,1.0,19.2,CCN(CC)CCNc1ccc(CO)c2oc3ccccc3c(=O)c12
0.2,0.1,-1.3,Cc1cnc(N)nc1-c1ccccc1
-2.3,1.7,-1.7,COc1ccc(COC(=O)CCCN=C2NS(=O)(=O)c3ccccc32)cc1F
-4.2,1.1,5.9,CC1(c2cccc(Br)c2)NC(=O)N(CC(=O)Nc2ccc(N3CCCCC3)cc2)C1=O (centres undefined)
-0.4,-8.8,-1.7,COc1ccc(C2(CNC(=O)c3ccccc3)CCOCC2)cc1
0.1,-1.0,-1.6,CCOC(=O)c1nnc2cc(C)nn2c1C
-4.6,6.0,-0.5,CCOc1ccc(S(=O)(=O)c2ccc(C)cc2)c2c1no[n+]2[O-]
-0.1,-1.2,2.0,O=c1c(=O)n(CCO)n(CCO)c(=O)n1CCO
-1.1,3.3,-3.1,O=C1CCC(C(=O)OCC(=O)Nc2ccc(OC(F)F)cc2)=NN1
0.8,-0.9,-0.3,CCOCCn1c(-c2ccccc2)nc2ccccc21
-4.0,-3.6,-32.9,Cc1n[nH]c(=O)n(N=Cc2c[nH]c3ccccc23)c1=O
-4.9,4.7,-0.5,CCc1ccc(NC(=O)c2ccc3c(c2)CCN3S(C)(=O)=O)cc1
-1.8,-1.2,-2.9,Cn1nc(C(=O)OCC(=O)NCc2ccc(Cl)cc2Cl)c2ccccc2c1=O
-0.1,-0.2,-1.4,C1=CCN(c2nc(N3CCOCC3)nc(N3CCCc4ccccc43)n2)CC1
-3.1,-2.1,-2.3,Cc1nc2ccccn2c(=O)c1NC(=O)c1ccc2c(c1)OCO2
-4.4,-0.5,3.2,CCN(CC)c1ccc(C(=O)NNC(=O)Cn2c(=O)cnc3ccccc32)cc1
-2.1,-0.9,-1.8,COc1ccc(C(=O)N(C)C(C)c2nccs2)cc1OC1CCN(C(C)=O)CC1 (centres undefined)
3.4,-0.4,11.3,S=c1[nH]nc(-c2n[nH]c3c2CCC3)n1/N=C/C=C/c1ccco1
-1.1,-0.7,5.4,CCOc1ccc(OCCC(=O)Nc2ccc(N3CCOCC3)cc2N2CCOCC2)cc1
-1.8,-1.2,-1.2,COc1cccc(CNC(=O)[C@H](C)NC(=O)N2CC(=O)Nc3ccccc32)c1
0.4,-1.6,5.6,CC(C)(C)c1csc(NC(=O)CCS(=O)(=O)c2ccc(F)cc2)n1
-5.5,-3.8,-1.1,COc1ccc(CCNC(=O)CCCn2c(=S)[nH]c3ccsc3c2=O)cc1OC
-2.0,0.5,-5.8,c1ccc(-n2c3ccccc3c3ccccc32)cc1
-3.4,2.7,161.3*,COc1cc(C)c2sc3ccccc3c(=O)c2c1NCCN(C)C
0.9,2.5,7.1,Cc1nnc(C)c2c(C)n(N)c(C)c12
-3.4,-4.5,0.9,S=c1[nH]nc(NC2CCCCC2)s1
-1.6,2.3,-1.0,COc1ccc(Cn2c(=O)cc(N)n(-c3ccccc3C)c2=O)cc1
-1.3,1.8,4.2,COc1ccc(C(=O)NC(C(=O)N2CCN(C/C=C/c3ccccc3)CC2)C(C)C)cc1 (centres undefined)
-2.8,1.9,-0.5,CCOc1ccc2ccccc2c1CNCCCN1CCOCC1
-1.3,-2.4,-0.4,CCOc1ccc(C(C)NC(=O)c2cccs2)cc1OCC (centres undefined)
-1.3,-0.4,-3.7,COc1ccc(S(=O)(=O)N2CCN(CC(=O)NC(C)c3cccs3)CC2)cc1 (centres undefined)
-4.3,-1.9,2.3,CC(C)c1ccc(C(=O)Nc2ccc(S(=O)(=O)NC3=NCCCCC3)cc2)cc1
-1.6,-0.8,1.5,CCC(CC)CC1CN2CCc3cc(OC)c(OC)cc3C2CC1(O)CC (centres undefined)
7.3,-0.3,8.4,COc1cc2c(cc1OC)CN(C(=O)c1cc(COc3ccccc3SC)on1)CC2
-2.3,2.2,-5.4,COc1ccc(NC(=O)c2ccc(NC(=O)CN3CCN(c4ccccc4O)CC3)cc2)cc1
8.2,-1.9,2.2,Cc1cc(C(=O)c2ccc3ccccc3c2)c(C)o1
0.3,1.6,-0.5,CCN(Cc1ccccc1)C(=O)c1cccs1
-5.5,1.8,-1.4,CC(=O)CSc1nc2nccnc2[nH]1
0.5,-1.6,-1.3,COC(=O)c1ccccc1NC(=O)CSc1nc2ccsc2c(=O)n1CCCCC(=O)O
18.8,-3.1,-0.8,Cc1nnc(NC(=O)CCC2CCCCC2)s1
0.1,0.8,0.2,CN1C(=O)N(CC(=O)c2ccc3c(c2)OCO3)C(=O)C12CCCCC2
-1.7,-2.7,-2.4,CCC(=NNS(=O)(=O)c1ccc(C)cc1)c1ccc(OC)c(C)c1
0.2,2.0,-0.8,COc1ccc(Oc2cccc(Cl)c2CNC(=O)c2ccccc2C(=O)O)cc1

Carrying on:
Wnt act,V-ATPase pH,NSD2 inh,SMILES
-8.1,-0.3,-0.5,CCc1ccc(/C=C2\SC(=S)N(CCCC(=O)NC3=NCCS3)C2=O)cc1
-0.4,2.1,1.0,COc1ccc(NC2CCCN(C(=O)c3ccccc3-c3ncc[nH]3)C2)cc1 (centres undefined)
-2.7,-0.1,1.9,CC1CCC(NC(=O)CN2CCN(S(=O)(=O)c3ccc(Br)s3)CC2)CC1 (centres undefined)
-1.6,-2.5,-1.8,COc1ccc(C2CC(c3cccs3)=NN2C(=O)c2ccco2)cc1OC (centres undefined)
-2.0,-2.9,-1.3,O=C(NNC(=O)c1cccc(S(=O)(=O)Nc2ccccc2F)c1)c1ccncc1
1.7,1.6,0.3,CSc1cccc(NC(N)=O)c1
-1.0,3.4,7.4,O=C(NCCCN1CCC(Cc2ccccc2)CC1)c1ccc(CS(=O)c2ccccc2Cl)o1 (centres undefined)
-1.6,-3.6,-0.4,Cc1ccc(C)c(NNC(=O)C(=O)NNc2cc(C)ccc2C)c1
-2.0,-2.7,0.1,O=C1c2nc3cc(-c4ccco4)[nH]n3c(=O)c2CN1Cc1ccccc1
-5.1,-0.4,-11.2,O=C1CCCCC1C(O)(C(=O)c1ccccc1)c1ccccc1 (centres undefined)
-1.4,-1.6,-0.5,O=[N+]([O-])c1cccc(S(=O)(=O)Nc2ccccn2)c1
0.9,-2.3,-2.0,CSc1nnc(-c2ccc(C(F)(F)F)cn2)o1
2.6,-0.4,-3.0,COc1ccc(S(=O)(=O)N2CCCC(C(=O)NCc3cccnc3)C2)cc1C (centres undefined)
-1.1,-5.0,-0.5,CCOC(=O)c1sc(=S)n(-c2ccccc2)c1C
-1.4,0.7,-0.3,COc1cc2ccc(C(C)=NNC(N)=S)cc2cc1OC
14.3,2.7,-16.6,CCOC(=O)c1nc2c(ccc3ccccc32)cc1C
2.8,-1.3,-1.1,COc1ccccc1CCn1cc(C#N)c(=O)[nH]c1=O
4.1,0.7,-1.2,CCCCOC(=O)CSc1nc2ccccc2o1
18.1,-1.5,-1.0,CCOC(=O)c1c(CC(C)C)csc1/N=C/C1=C(O)CCCC1=O
-1.7,-0.8,0.6,O=C1CCC(C(=O)N2CCN(c3ccccc3)CC2)CN1Cc1ccc(Cl)cc1 (centres undefined)
15.8,1.8,0.6,COc1ccc(-c2nc(NC(=O)c3ccco3)sc2C)cc1
1.1,3.6,-2.1,Cc1nc(-c2ccc(Cl)cc2)sc1C(=O)NNC(=O)C(C)C
-0.6,3.4,0.4,CC(=O)c1c(C)[nH]c(C(=O)OCC(=O)c2ccc(Br)cc2)c1C
0.8,0.6,-2.3,Cc1ccc(N2C(=O)[C@@H]3C(c4cccnc4)=NO[C@@H]3C2=O)cc1
0.3,-1.9,-6.0,O=C(O)Cc1ccc2c(c1)Cc1cccnc1O2
-4.0,-3.9,-1.8,Cc1cc2c(Nc3ccccc3O)ncnc2s1
-0.3,0.9,-0.6,O=C(OCC(=O)N1CCN(c2ccccc2)CC1)c1cc(F)c(F)cc1Cl
-6.8,-1.5,-2.1,c1cnc(NCCSSCCNc2ncccn2)nc1
0.7,1.9,16.7,O=C(O)C1CCCN1c1nc(Cl)ccc1[N+](=O)[O-] (centres undefined)
-5.4,1.5,-7.9,CC1NC(=O)COC1c1ccccc1 (centres undefined)
-0.4,-1.3,0.2,COc1ccc(S(=O)(=O)N2CCN(c3ccccc3)CC2)cc1OC
1.8,1.5,-0.3,COc1ccccc1OCC(=O)N1CCCCCC1
-5.0,-3.8,5.1,Cn1cnc([N+](=O)[O-])c1Sc1ccncn1
-0.6,5.5,-3.1,O=C(Nc1ccc(C(=O)O)cc1)/C(=C\c1ccc2c(c1)OCO2)NC(=O)c1ccccc1Cl
0.0,1.8,0.3,CNC(=O)NNC(=O)c1nc(-c2ccccc2)c(C)o1
2.8,0.0,-0.6,O=C(N=C1SC2CS(=O)(=O)CC2N1Cc1ccccc1)C1CC1 (centres undefined)
-2.3,-0.7,-0.2,O=C(O)c1c(-c2ccccc2)cnc2ccccc12
27.7,-0.2,-1.4,Cc1ccc(-c2cc(C(=O)N/N=C/c3cccnc3)c3ccccc3n2)cc1C
2.5,4.8,1.5,COc1ccccc1C(=O)Nc1ccc(Nc2ccccc2)cc1
-0.7,-2.2,-0.7,CC(=O)c1c(O)c(C)c(O)c2c1OC1=Cc3c(c(C)nn3-c3ccccc3)C(=O)C12C (centres undefined)
2.0,-3.6,8.5,O=C(CSc1ccc(Cl)cc1)Nc1ccccc1
5.9,-1.2,3.1,COC(=O)c1cc(C)nc(Sc2ccccc2N)n1
51.8*,-2.5,-2.3,CN=C1S/C(=C\c2ccc(O)c(OC)c2)C(=O)N1C
-2.1,-2.0,-1.9,Cc1ccnc2nc(C(=O)OCC(=O)N(C)C3CCCCC3)nn12
2.1,-2.8,0.3,O=C(C1=NN[C@@H]2C(=O)N(Cc3ccccc3)C(=O)[C@H]12)c1ccc(F)cc1
-1.8,-5.3,-1.1,Cc1cccc(Nc2ccncc2S(N)(=O)=O)c1
39.9*,3.4,0.7,O=c1oc2ccccc2nc1/C=C(\O)c1ccccc1
3.3,-3.1,6.5,Cn1cccc1/C=N/NC(=O)CNc1ccc2ccccc2c1
-1.4,-2.3,0.4,Cc1nn(-c2ccccc2)c(C)c1C(=O)OCC(=O)Nc1ccccc1Cl
-2.2,-1.7,-1.5,COC(=O)C(Cc1c[nH]c2ccccc12)NC(=O)CCNC(=O)c1ccco1 (centres undefined)

Complete entries, looked up by structure. Screens in order: Wnt act, V-ATPase pH, NSD2 inh
COC(=O)c1cc(C)nc(Sc2ccccc2N)n1 is listed as 5.9, -1.2, 3.1
CN=C1S/C(=C\c2ccc(O)c(OC)c2)C(=O)N1C is listed as 51.8*, -2.5, -2.3
O=C(C1=NN[C@@H]2C(=O)N(Cc3ccccc3)C(=O)[C@H]12)c1ccc(F)cc1 is listed as 2.1, -2.8, 0.3
O=C(CSc1ccc(Cl)cc1)Nc1ccccc1 is listed as 2.0, -3.6, 8.5
O=c1oc2ccccc2nc1/C=C(\O)c1ccccc1 is listed as 39.9*, 3.4, 0.7

(listing goes on)
Wnt act,V-ATPase pH,NSD2 inh,SMILES
-6.5,-0.9,4.5,COc1ccc(C2CCc3cc4c(cc3C2=NO)OCO4)cc1OC (centres undefined)
3.8,-2.1,0.3,COc1ccc(C(=O)NC(=S)Nc2cccc3nc(C)ccc23)cc1OC
1.3,-4.4,-0.1,CCOc1cc(/C=N/NC(=O)c2c(C)nc3ccc(Cl)cn23)ccc1O
-0.8,-1.6,5.1,CCN1CCN(c2sc(S(=O)(=O)CC)nc2S(=O)(=O)c2ccc(Cl)cc2)CC1
-1.2,-0.6,-7.9,Cc1ccc(S(=O)(=O)N(C)c2ccc(C(=O)NC3CCCCC3)cc2)cc1
-3.0,0.5,2.0,CCC(NC(=O)c1ccccc1NC(=O)c1ccco1)C(=O)NNC(=O)c1ccncc1 (centres undefined)
-0.4,0.4,23.0,CCOc1cc(N2CCOCC2)c(OCC)cc1NC(=O)c1ccccc1N1CCCC1=O
2.3,0.3,-0.2,CC(=O)c1ccc(Cc2ccc(C(C)=O)s2)s1
-1.8,-0.1,-2.7,COC(=O)C1=C(C)NC(C)=C(C(=O)OC)C1C(=O)OCC(=O)NC1CCCCC1C (centres undefined)
-3.8,-2.0,-0.6,CCOc1ccc(N(CC(=O)Nc2ccc(Cl)cc2)S(C)(=O)=O)cc1
-2.0,-2.6,1.7,Cn1ncc([N+](=O)[O-])c1C(=O)Nc1ccccc1C#N
0.7,3.0,-3.2,N/C(=N\OC(=O)C12CC3CC(CC(C3)C1)C2)c1ccncc1

Assay outcomes: PubChem, several laboratories
